# Screening data from PubChem.
# MLLE-PAM2 inh: inhibitors of microRNA-mediated deadenylation, human PABP1 MLLE binding; GST-MLLE / FITC-PAM2 fluorescence polarization; P11940; actives 0.36% (n = 360,000); AID 588489; inhibition, % at 20 µM; in the data active means inhibition above about 35%, passing the limit was not always enough;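 further: plate controls were DMSO wells with GST-MLLE for no effect and wells lacking GST-MLLE protein for full effect; some results filed as inactive read as strong as hits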
# Target sequence (P11940 whole entry, looked up): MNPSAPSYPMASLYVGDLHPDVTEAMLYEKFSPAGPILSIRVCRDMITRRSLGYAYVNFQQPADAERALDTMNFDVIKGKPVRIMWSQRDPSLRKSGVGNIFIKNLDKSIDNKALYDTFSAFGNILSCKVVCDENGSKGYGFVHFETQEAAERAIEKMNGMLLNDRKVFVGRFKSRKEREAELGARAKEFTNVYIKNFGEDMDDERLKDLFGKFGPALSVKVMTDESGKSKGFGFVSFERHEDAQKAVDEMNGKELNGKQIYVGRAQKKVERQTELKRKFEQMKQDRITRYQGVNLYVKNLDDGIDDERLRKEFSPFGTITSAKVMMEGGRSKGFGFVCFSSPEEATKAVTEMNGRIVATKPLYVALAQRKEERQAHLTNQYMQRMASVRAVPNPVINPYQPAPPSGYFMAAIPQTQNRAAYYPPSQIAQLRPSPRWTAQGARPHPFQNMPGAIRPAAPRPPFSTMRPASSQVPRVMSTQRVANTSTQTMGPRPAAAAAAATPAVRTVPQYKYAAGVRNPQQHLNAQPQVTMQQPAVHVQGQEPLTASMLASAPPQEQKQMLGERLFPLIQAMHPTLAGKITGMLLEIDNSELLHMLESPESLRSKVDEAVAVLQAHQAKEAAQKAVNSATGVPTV
# Rin1-Abl PPI inh: blocks binding of human Rin1 to Abl; P00519+Q13671; TR-FRET Rin1/Abl binding, biochemical; inhibition, % at 7.35 µM; actives 0.4% (n = 360,000); in the data active means inhibition above about 5%, passing the limit was not always enough
# Rpn11 block: inhibitors of human proteasome Rpn11; AID 588493; actives 0.59% (n = 360,000); calls only at 20 µM; human 26S proteasome, Ub4-pepOG fluorescence polarization; 20S core pre-blocked with epoxomicin;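 active means inhibition at 20 µM, scaled to each plate's controls, above about 33%, limit read from the data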
# Target sequence (O00487 whole entry, looked up): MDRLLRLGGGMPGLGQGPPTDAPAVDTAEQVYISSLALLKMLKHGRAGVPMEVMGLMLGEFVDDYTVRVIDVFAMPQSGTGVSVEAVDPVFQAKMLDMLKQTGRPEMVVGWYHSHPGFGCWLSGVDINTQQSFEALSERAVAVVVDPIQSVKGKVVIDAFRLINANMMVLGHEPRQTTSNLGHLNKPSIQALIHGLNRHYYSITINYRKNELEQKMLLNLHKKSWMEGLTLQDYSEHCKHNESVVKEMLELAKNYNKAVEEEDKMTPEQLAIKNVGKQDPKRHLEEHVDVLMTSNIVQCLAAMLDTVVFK
# MT1-MMP act inh: inhibitors of human MT1-MMP activation | HT1080 RFP-PRO-GFP cells, GFP/RFP ratio fluorescence, overnight; percent of plate control window, DMSO zero | GFP/RFP ratio change, % at 20 µM | actives 0.061% (n = 360,000);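 active means GFP/RFP ratio change of at least 30% with cell ATP level not reduced by more than half and red fluorescence within 50% of control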; further: strong numbers were not always called active
#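 Assay system: HT1080 RFP-PRO-GFP cells | Dosing: 20 µM single dose, 1% DMSO | Incubation: Cells overnight before dosing, compound overnight, 37 °C, 5% CO2 | Evaluation: GFP/RFP fluorescence ratio | Control set: DMSO-only wells and HT1080 RFP-L50D-GFP cell wells as references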
# MsrA inhibitor: inhibits bovine methionine sulfoxide reductase A; purified bovine MsrA, absorbance read-out; inhibition, % at 15.5 µM; actives 0.75% (n = 360,000); AID 651718; in the data active means inhibition above about 4.5%;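 further: 0% = vehicle wells with enzyme and 100% = reference inhibitor wells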
# FAS-TE inh: inhibitors of human fatty acid synthase thioesterase domain | inhibition, % at 15 µM | recombinant FAS-TE, OMFH fluorogenic substrate, fluorescence endpoint | P49327 | actives 0.67% (n = 360,000);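 active means compounds whose normalised, plate-corrected inhibition of enzyme fluorescence in the single-dose primary screen is 50% or more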;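 further: 0% = DMSO with enzyme and 100% = substrate without enzyme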
# bovine MsrA act: activators of bovine methionine sulfoxide reductase A. AID 602163. purified bovine MsrA, absorbance read-out. activation, % at 10.6 µM. actives 0.3% (n = 360,000); in the data active means activation above about 7.5%;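 further: 0% = vehicle and 100% = reference activator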
# CSN deneddyl inh: inhibitors of human CSN-mediated cullin deneddylation | Q92905 | Purified CSN, SCF-Nedd8-OG deneddylation, fluorescence polarization | inhibition, % at 12.5 µM | actives 0.38% (n = 360,000) | AID 651999;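 active means pattern-corrected inhibition above about 35%, with an unprinted fluorescence ratio check between 0.5 and 1.5, limit read from the data, passing the limit was not always enough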;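 further: 0% = enzyme with substrate and 100% = substrate without enzyme; some results filed as inactive read as strong as hits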
#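 Detection – fluorescence polarization · System – HEK293T-derived human Csn5 enzyme · Controls – substrate-only high control, full reaction low control · Timing – 90 min, room temperature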
# E coli Lon inh: inhibits E. coli Lon protease; actives 0.42% (n = 360,000); purified E. coli Lon protease, fluorescence polarization; P0A9M0; AID 602123; inhibition, % at 7.94 µM; in the data active means inhibition above about 13%, passing the limit was not always enough;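 further: 0% = enzyme with probe and DMSO and 100% = no enzyme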
# * = called active by the depositor; i = inactive; / = no result given; + = active, no number.
SMILES,MLLE-PAM2 inh,Rin1-Abl PPI inh,Rpn11 block,MT1-MMP act inh,MsrA inhibitor,FAS-TE inh,bovine MsrA act,CSN deneddyl inh,E coli Lon inh
O=C(CC1Nc2ccccc2NC1=O)Nc1cc(Cl)cc(Cl)c1 (centres undefined),4,3,i,-1,0.5,17,-3,7,-8
COc1cccc(OC)c1C(=O)Nc1ccccc1N1CCCCC1,0,1,i,-2,0.4,19,-3,0,6
CC(=O)N1CCN(c2ccc(NC(=S)NC(=O)COc3ccc(C(C)(C)C)cc3)cc2)CC1,44*,-2,i,-3,-0.8,-12,-2,4,1
O=C(c1cccs1)N1CCCC(c2nc(-c3ccc(F)cc3)no2)C1 (centres undefined),-3,-4,i,2,1.0,-48,-2,3,-2
O=C(O)C1=CC[C@@H](c2ccc(Cl)cc2)N(S(=O)(=O)c2ccc(Cl)cc2)[C@H]1c1ccc(F)cc1,2,2,i,4,-1.2,19,-2,-3,-2
O=C(OCC(=O)N1CCCC1)c1ccc(OC(F)(F)F)cc1,-10,2,i,-2,0.3,-7,-11,-2,-12
O=C(C/C=N/OCc1c(Cl)cccc1Cl)c1cnc(-c2ccccc2)s1,-13,-3,i,-2,0.7,-7,-4,6,-4
CCN(CC(=O)Nc1ccccc1OC)C(=O)CSCC(=O)Nc1ccc(OC)cc1,-9,2,i,1,-1.4,-7,-4,5,-2
COc1ccc(CCN2C(=S)N(C)C(=O)C2CC(=O)Nc2ccc(OC)cc2)cc1 (centres undefined),-18,-2,i,4,-0.6,14,-1,1,-5
COc1cc(C2C(C(=O)c3ccco3)=C(O)C(=O)N2c2cc(C)on2)cc(Br)c1O (centres undefined),-6,1,i,-25,2.3,0,-1,0,-1
COc1ccc(-c2nnc(-c3ccccc3)o2)cc1OC,8,2,i,-2,1.2,0,-2,1,9
CCCCCCC(=O)NNC(=O)c1c(O)c2ccccc2n(CC)c1=O,-3,2,i,9,0.2,-12,-12,-6,-9
COc1cccc(S(=O)(=O)N(C)C[C@@H]2OCc3cn(nn3)CCCC(=O)N([C@H](C)CO)C[C@H]2C)c1,-2,1,i,-2,0.1,-9,-8,-5,-2
CCc1ccc(N2C(=O)c3sc4nnc(C)c(=O)n4c3C2=O)cc1,4,-3,i,4,0.7,1,-4,1,7
Nc1cccc(S(=O)(=O)c2cccc(N)c2)c1,1,1,i,0,-0.3,-9,-2,2,0
O=C(CSc1ncnc2ccccc12)NC1CCS(=O)(=O)C1 (centres undefined),18,0,i,-1,0.1,-5,-1,0,-11
CSc1cccc(NC(=O)Nc2ccc(Cl)cc2)c1,5,2,i,1,2.8,0,-4,-3,2
CCCCC1(C)NC(=O)N(CC(=O)Nc2cc(S(=O)(=O)N3CCOCC3)ccc2Cl)C1=O (centres undefined),-3,-1,i,-5,0.8,0,-3,3,-10
O=C(c1ccccc1Br)N1CCN(c2ccccc2)CC1,0,-1,i,2,-0.2,-4,-3,-8,3
COc1ccc(N2CC(C)Cn3c2nc2c3c(=O)n(Cc3ccc(C)cc3)c(=O)n2C)c(OC)c1 (centres undefined),7,-7,i,-1,-1.3,29,-4,12,-4

# 3 compounds picked at random from those above, as already listed:
SMILES,MLLE-PAM2 inh,Rin1-Abl PPI inh,Rpn11 block,MT1-MMP act inh,MsrA inhibitor,FAS-TE inh,bovine MsrA act,CSN deneddyl inh,E coli Lon inh
CSc1cccc(NC(=O)Nc2ccc(Cl)cc2)c1,5,2,i,1,2.8,0,-4,-3,2
Nc1cccc(S(=O)(=O)c2cccc(N)c2)c1,1,1,i,0,-0.3,-9,-2,2,0
O=C(C/C=N/OCc1c(Cl)cccc1Cl)c1cnc(-c2ccccc2)s1,-13,-3,i,-2,0.7,-7,-4,6,-4

# Later entries
SMILES,MLLE-PAM2 inh,Rin1-Abl PPI inh,Rpn11 block,MT1-MMP act inh,MsrA inhibitor,FAS-TE inh,bovine MsrA act,CSN deneddyl inh,E coli Lon inh
Cc1cc(C)cc(OCC(=O)O/N=C(\N)c2ccccc2Cl)c1,-12,-3,i,2,-1.1,17,-2,3,-3
CCN(CC)C(=O)c1cc2cc(Br)ccc2oc1=O,-9,2,i,8,1.1,-10,-5,3,-6
COC(=O)c1cccc(-n2[nH]nnc2=S)c1,31,10,i,3,2.5,-17,1,5,-4
Cc1cccc(-n2c(O)c(C=NCc3ccccn3)c3ccccc3c2=O)c1,2,-4,i,-6,2.1,-1,-12,4,4
COc1ccc(C2CCCN2C(=O)Nc2ccc(F)cc2)cc1OC (centres undefined),6,2,i,2,0.2,-6,-2,6,-1
CC[C@@H]1Cc2[nH][nH]c(=O)c2[C@H](CC(C)C)O1,/,/,/,4,-1.6,-8,-2,-3,-3
Cc1cc(NC(=O)CCc2ccc(S(=O)(=O)N3CCOCC3)cc2)n(-c2ccccc2)n1,10,-2,i,2,0.1,-3,0,-4,-2
COc1ccc(-n2c(=S)[nH]c3cc(C(=O)N4CCN(c5ccccc5)CC4)ccc3c2=O)cc1,-14,2,i,1,-0.3,0,-3,-4,-3
CN1C(=O)CSC1=Nc1ccc(F)cc1,-7,-1,i,-4,0.0,-2,-1,1,10
CN(c1ccccc1)S(=O)(=O)c1cccc(NC(=O)CSc2ncc(C(F)(F)F)cc2Cl)c1,-1,2,i,6,1.1,11,-10,-12,5
Cc1ccc(NC(=O)CN(C)C(=O)CSc2nccn2C)cc1,-19,-2,i,2,0.8,-9,-3,-1,-7
CN(C)c1ccc(NC(=O)C[n+]2ccccc2)cc1,-4,-3,i,-4,-1.5,-4,-3,3,-8
CCC(C)[C@@H](C(=O)N1CCNCC1)n1cc(CCCCN)nn1 (some centres undefined),-4,-1,i,-1,0.2,-8,0,-2,8
CCc1ccc2c(c1)c1nnc(NN)nc1n2CC,-10,-10,i,10,0.9,-22,0,1,11
Cc1ccc(-n2c(-c3ccncc3)n[nH]c2=S)cc1,-11,-1,i,1,2.4,-5,2,4,-2
N#Cc1ccc(Oc2cccnc2)cc1C#N,-3,5,i,-4,0.3,18,1,-3,-1
Cc1ccc(N=CC2=C(O)CC(c3ccco3)CC2=O)cc1 (centres undefined),-7,-1,i,-7,2.2,2,-4,1,1
COc1ccc(NC(=O)N(C)C[C@@H]2Oc3cc(C#CCN(C)C)ccc3S(=O)(=O)N([C@H](C)CO)C[C@H]2C)cc1,-1,0,i,-2,0.2,-8,-7,-1,2
C1CCC(n2nnnc2CN2CCCC2)CC1,-1,-4,i,2,0.1,-8,-4,6,7
O=C(Nc1ccnn1C1CCN(C/C=C/c2ccc(F)cc2)CC1)C1CCCC1,-12,1,i,-3,0.6,-1,-12,0,-11
COc1cc(/C=C(\C#N)C(=O)NCCc2ccccc2)cc(OC)c1O,-138,1,+,-122,0.6,0,1,35,-171
CCC(=O)N1c2ccccc2NC2=C(C(=O)CCC2)C1c1ccccc1 (centres undefined),8,5,i,0,2.6,-12,-5,-2,-8
CC1(C)CC(=O)C(C=Nc2cc(C(=O)c3ccccc3)ccc2N)=C(O)C1,-64,1,/,-75,2.0,4,-4,29,-17
C[C@H](CO)N1C[C@H](C)[C@@H](CN(C)C(=O)Nc2ccccc2)Oc2ccc(NC(=O)Nc3ccc(C(F)(F)F)cc3)cc2C1=O,14,0,i,25,-0.7,10,0,-4,-11
CC(C)Cc1nnc(NC(=O)CCC(=O)N2CCN(C3CCCC3)CC2)s1,-4,1,i,0,0.6,-4,-1,-4,12
Cc1ccc(Cn2c(N)c(S(=O)(=O)c3cccs3)c3nc4ccccc4nc32)cc1,-7,1,i,-36,-1.2,-1,1,8,6
Cc1cccc(N2CCN(Cc3nc(C4CC4)no3)CC2)n1,2,3,i,2,0.6,-4,-4,-1,-10
COc1ccc2[nH]c(C(=O)Nc3cccc(C)n3)cc2c1,-24,-1,i,-6,-0.2,-7,-3,5,-11
Cc1c(NC(=S)N/C(=N/S(=O)(=O)c2ccc(Cl)cc2)c2ccccc2)c(=O)n(-c2ccccc2)n1C,20,-2,i,2,0.1,-4,-5,2,8
O=C(OCC(=O)N1CCN(S(=O)(=O)c2ccccc2)CC1)C1CCC1,17,-1,i,1,0.3,-7,-4,0,-5
O=C(COc1ccc2c3c(c(=O)oc2c1)CCC3)NC1CCN(Cc2ccccc2)CC1,10,2,i,4,-0.1,-4,0,3,-1
CCc1ccc(NC(=O)C2(c3ccccc3)CC2(Cl)Cl)cc1 (centres undefined),0,3,i,-7,-1.4,22,-12,-1,-4
COc1ccc2[nH]c3c(c2c1)CCNC3(C)CCc1ccc(Cl)nc1 (centres undefined),1,-2,i,4,0.0,0,-2,-4,3
CCN(CC(=O)NCc1ccc(F)cc1)Cc1cc(=O)n2ccsc2n1,10,1,i,-2,0.3,-4,-5,-6,-8
COC(=O)c1[nH]c2cc(C)ccc2c1NC(=O)CN1CCN(c2ccccc2OC)CC1,-11,3,i,5,0.0,7,0,-2,2
Cc1ccc(-c2c(C(=O)N/N=C/c3cccc(Cl)c3)nnn2-c2nonc2N)cc1,-1,0,i,-1,0.0,8,-2,-1,-10
CCc1ccc(Nc2n[n+](-c3ccccc3)c(-c3cccc(C)c3)s2)cc1,-98,4,i,4,-0.9,-50,1,1,-8
COc1cc(C(=O)NCc2ccc(C(=O)NCC(OC)OC)cc2)cc(OC)c1OC,-4,0,i,5,-0.1,-4,-2,7,6
CCCCNC(=O)C1CCC(CNS(=O)(=O)c2ccc(NC(C)=O)cc2)CC1 (centres undefined),4,-1,i,0,0.2,-14,-1,2,10
O=C(CC1Sc2ccccc2NC1=O)NCc1cccc(Cl)c1 (centres undefined),10,-1,i,-1,-0.8,-2,-3,3,4

# Rpn11 block: hit marks shown above
SMILES | MLLE-PAM2 inh | Rin1-Abl PPI inh | Rpn11 block | MT1-MMP act inh | MsrA inhibitor | bovine MsrA act | CSN deneddyl inh | E coli Lon inh
COc1cc(/C=C(\C#N)C(=O)NCCc2ccccc2)cc(OC)c1O | -138 | 1 | + | -122 | 0.6 | 1 | 35 | -171

# Continued.
SMILES,MLLE-PAM2 inh,Rin1-Abl PPI inh,Rpn11 block,MT1-MMP act inh,MsrA inhibitor,FAS-TE inh,bovine MsrA act,CSN deneddyl inh,E coli Lon inh
CCSc1nc(C2CC2)cc(-c2ccco2)c1C#N,-21,-4,i,-4,-0.3,16,-5,11,0
Cc1cc(C)c2c(C)c(C(=O)NCc3ccc(S(N)(=O)=O)cc3)oc2c1,-5,-3,i,-1,2.7,-7,-16,10,-3
CN(C)CCCNc1c2c(nc3ccccc13)CCC2,18,2,i,-1,2.0,-3,-2,1,-11
CCOc1ccccc1NC(=O)N1CCC(c2nc3ccccc3[nH]2)CC1,0,3,i,12,-0.4,-3,-2,4,-2
COCCN(C(=O)c1ccc(C)c(S(=O)(=O)N2CCOCC2)c1)c1c(N)n(CC(C)C)c(=O)[nH]c1=O,-90,3,i,-2,-0.5,-5,-3,2,-2
COc1cc(/C=C2\SC(=S)N(Nc3ccccc3)C2=O)ccc1O,-124,1,+,-34,0.4,-6,1,46*,-194
CC(=O)c1ccc(Nc2ncnc3ccc(Br)cc23)cc1,-33,-7,i,-17,0.3,-4,-3,14,-13
CCc1ccc(NC(=S)N(Cc2ccccc2)Cc2ccccn2)cc1,-15,3,i,5,-0.6,26,0,-6,-1
Cc1cc(C)c2nc(Nc3nc(-c4ccccc4)cc(=O)[nH]3)nc(C)c2c1,-15,-3,i,3,1.2,-7,-4,4,1
CCN1C(=O)[C@@H]2[C@@H](c3ccc(-c4ccc(F)cc4)cc3)N3CCC[C@@]3(C(=O)OC)[C@@H]2C1=O,2,3,i,4,-0.7,6,-1,-3,6
CN1CCN(C(=O)CCNC(=O)Cn2cnc3ccccc3c2=O)CC1,6,2,i,3,-0.8,-6,-3,-2,-11
